# Polio RdRp inh – inhibitors of poliovirus RNA polymerase binding and polymerization | poliovirus polymerase elongation, fluorescence polarization; stronger effect = lower value | % elongation, % (compound at 16.7 µg/mL) | hit rate 0.66% among 150,000; in the data active = % elongation below about 90%; note: some results filed as inactive read as strong as hits
# Target sequence (P03300 1749-2209 limits assumed): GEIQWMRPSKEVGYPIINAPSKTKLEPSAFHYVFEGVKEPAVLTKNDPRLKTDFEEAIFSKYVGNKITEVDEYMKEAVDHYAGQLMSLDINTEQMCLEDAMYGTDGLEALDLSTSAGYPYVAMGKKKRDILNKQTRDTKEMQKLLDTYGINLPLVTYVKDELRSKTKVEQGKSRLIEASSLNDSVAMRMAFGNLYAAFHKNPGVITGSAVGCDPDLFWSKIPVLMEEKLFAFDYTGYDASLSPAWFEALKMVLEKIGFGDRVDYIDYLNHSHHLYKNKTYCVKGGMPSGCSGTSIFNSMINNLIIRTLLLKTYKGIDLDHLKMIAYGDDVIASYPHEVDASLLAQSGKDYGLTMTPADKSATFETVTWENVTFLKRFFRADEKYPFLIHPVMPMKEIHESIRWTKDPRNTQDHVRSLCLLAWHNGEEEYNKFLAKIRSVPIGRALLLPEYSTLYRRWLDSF
# Polio RdRp inh FP z-score – second read-out of Polio RdRp inh, no call of its own (marks repeat the call); z-score; measured here: FP z-score; hits read low
# Active calls of the source: *; & = joins results of further samples. The list is partial; count on the stated rates, not on these rows.
SMILES,Polio RdRp inh,Polio RdRp inh FP z-score
CN(C)c1ccc(NC(=O)CC(C(=O)O)N(C)C)cc1 (stereo not given),100,-0.6
CCc1sc(C(=O)N2CCN(S(=O)(=O)c3ccccc3)CC2)cc1Br,98,-0.3
COc1ccc2c(c1)c1c(c(=O)n(CCc3ccccc3)c(=O)n1Cc1ccccc1)n2C,108,0.1
Fc1ccc(-n2nnnc2-c2cnccc2C(F)(F)F)cc1,101,0.1
CC(C)(C)OC(=O)CN1C(=O)c2ccccc2S1(=O)=O,105,0.2
Cc1cc(C)c(Cn2c(=O)n(CCC(=O)NCCc3ccccc3)c(=O)c3ccccc32)c(C)c1,111,0.6
Cc1onc(-c2c(F)cccc2Cl)c1NC(=O)OCc1sccc1-n1c(C)ccc1C,108,0.6
N#CC(C(=O)CSc1nc2ccccc2n1-c1ccccc1)c1ccccc1 (stereo not given),111,1
Cn1c(=O)c2c(nc(SCCN3CCOCC3)n2Cc2ccccc2Cl)n(C)c1=O,102,0.1
CC(C)c1ccc(NC(=O)C2C3C=CC4(CN(Cc5cccnc5)C(=O)C24)O3)cc1 (stereo not given),104,1
CCCNC(=O)NCc1cc(C)n(-c2ccc(OC)cc2)c1C,104,2.1
Cc1cc(C(=O)Nc2ccc(N3CCOCC3)cc2)no1,99,-0.5
CCC(C)(CN(C)C)OC(=O)c1ccccc1 (stereo not given),100,0
OC(c1ccccc1)c1ccc(Br)cc1 (stereo not given),99,-0.4
CCOC(=O)N1CCN(S(=O)(=O)N2CCCC(C(=O)NCc3ccc(F)cc3)C2)CC1 (stereo not given),103,0.7
O=C(CC(C(=O)O)C1CCCO1)Nc1ccccc1 (stereo not given),101,-0.3
Cc1ccc(S(=O)(=O)NCC2CCCO2)cc1 (stereo not given),103,0.6
COc1ccc(CCNC(=O)c2cnn(-c3cccc(C)c3)c2C2CCN(C(=O)OC(C)(C)C)CC2)cc1OC,102,-0.8
O=C(CSc1nnc2scc(-c3ccc(Cl)cc3)n12)NCc1ccc2c(c1)OCO2,100,-0.5
CC(C)C(=O)Nc1nc2ccc(S(C)(=O)=O)cc2s1,104,0.1
CSc1nc(-c2ccc(C)cc2)nc(N)c1C#N,101,0
O=C(c1cccn1-c1nnc(N2CCCC2)s1)N1CCN(c2ccc(Cl)cc2)CC1,101,-1.4
Cc1cc2cc3c(cc2nc1SCCN1CCCC1)OCCO3,102,0.1
COC(=O)c1cccc(S(=O)(=O)N(C)C)c1,102,1.2
CC1CCCN(C(=O)C2c3ccccc3C(=O)N(C)C2c2c[nH]c3ccccc23)C1 (stereo not given),104,0.8

# Compounds above containing a Cl atom (4):
SMILES,Polio RdRp inh,Polio RdRp inh FP z-score
Cc1onc(-c2c(F)cccc2Cl)c1NC(=O)OCc1sccc1-n1c(C)ccc1C,108,0.6
Cn1c(=O)c2c(nc(SCCN3CCOCC3)n2Cc2ccccc2Cl)n(C)c1=O,102,0.1
O=C(CSc1nnc2scc(-c3ccc(Cl)cc3)n12)NCc1ccc2c(c1)OCO2,100,-0.5
O=C(c1cccn1-c1nnc(N2CCCC2)s1)N1CCN(c2ccc(Cl)cc2)CC1,101,-1.4

# Additional results follow.
SMILES,Polio RdRp inh,Polio RdRp inh FP z-score
O=C(NCc1ccccc1)C(=O)Nc1c2c(nn1-c1ccccc1)CSC2,103,-0.4
N#Cc1ccccc1NC(=O)COC(=O)c1ccco1,109,0.9
Cc1ccc2nc(C)cc(NC3CCCCC3)c2c1,99,-0.6
Cc1ccccc1Cn1c(C)c(CNCc2ccccc2)c(C(=O)O)c1C,105,-0.4
CCc1ccc(NC(=O)CC2C(=O)N(c3cccc(OC)c3)C(=O)N2C2CCCC2)cc1 (stereo not given),105,-0.5
CCCNC(=O)c1ccc2ccccc2c1,105,1.7
O=C(Nc1ccc(Cl)cc1)C1C2CCCCC21 (stereo not given),104,0.4
Nc1nc(N)c2nc(-c3ccccc3)c(N)nc2n1,100,0.2
Cc1oc(S(=O)(=O)N2CCOCC2)cc1-c1nc(-c2ccc(C(C)(C)C)cc2)no1,103,0
Cc1ccnc(NS(=O)(=O)c2ccc(NC(=O)c3ccccc3Br)cc2)n1,103,0.3
Cc1ccc(S(=O)(=O)N(CCO)CCO)cc1,103,0.4
COc1ccc(-c2c(C#N)c(SCC(=O)Nc3ccc(C)c(C)c3)nc(C)c2C(=O)Nc2ccccc2)cc1OC,107,0.5
O=c1/c(=C/c2ccc(-c3cccc(C(F)(F)F)c3)o2)sc2nc(-c3ccncc3)nn12,104,0.4
CCC1CCCCN1CC(=O)c1ccc(Cl)s1 (stereo not given),100,-0.4
Nc1cc(=O)nc(SCC(=O)N2CCCc3ccccc32)n1-c1ccccc1,105,0.9
Cc1ccc(S(=O)(=O)c2nnn3c2nc(NCc2ccc(F)cc2)c2sccc23)cc1C,109,0.4
CCc1ccc(-n2nnc(C(=O)Nc3ccccc3)c2C)cc1,102,-0.1
COc1ccc(/C=C/C(=O)CC(=O)/C=C/c2cccc(O)c2OC)cc1O,88&67,-5&-8.4
FC(F)(F)c1cc(-c2cccs2)no1,101,-0.2
O=C(CSc1n[nH]c(-c2ccccc2)n1)c1cccs1,101,-0.2
CC(=O)Nc1cccc(NC(=O)C2CCCN2C(=O)Nc2ccccc2Cl)c1 (stereo not given),102,0.2
CSc1ncc(C(=O)NC2CC2)c(-c2ccccc2)n1,100,-1.1
NC(=O)COC(=O)c1cccc(I)c1,99,-1.4
Cc1nc2sc(C(=O)N(C3=NC(C)CS3)c3ccc(Cl)cc3)c(C)c2c(=O)[nH]1 (stereo not given),99,-0.5
CC(C)(C)c1cccc(OCCON2C(=O)CCC2=O)c1,101,0.5

# The last 4 compounds of the section above come first, to join the parts.
SMILES,Polio RdRp inh,Polio RdRp inh FP z-score
CSc1ncc(C(=O)NC2CC2)c(-c2ccccc2)n1,100,-1.1
NC(=O)COC(=O)c1cccc(I)c1,99,-1.4
Cc1nc2sc(C(=O)N(C3=NC(C)CS3)c3ccc(Cl)cc3)c(C)c2c(=O)[nH]1 (stereo not given),99,-0.5
CC(C)(C)c1cccc(OCCON2C(=O)CCC2=O)c1,101,0.5
C/C(CC1(O)C(=O)N(C)c2ccccc21)=N\O (stereo not given),102,0.3
COc1cccc(-c2nc(CS(=O)(=O)CC(=O)NC3CCCC(C)C3C)c(C)o2)c1 (stereo not given),102,0.1
CCN1CCN(CCCNC(=O)c2cnn(-c3ccc(C)cc3C)c2C2CCNCC2)CC1,105,0.5
COc1ccccc1NC(=O)C1=C(C)NC2=C(C(=O)CCC2)C1c1cc2c(cc1Br)OCO2 (stereo not given),101,-0.1
COC(=O)c1ccccc1NC(=O)CN(C)Cc1ccccc1,100,-0.1
CCOc1ccc(N/C(N)=N/c2nc(C(F)(F)F)cc(C(F)(F)F)n2)cc1,101,-0.1
CC(C)N(C(=O)CSc1nc(O)cc(=O)[nH]1)C(C)C,104,0.1
CC1(C)CC(=O)C2=C(C1)N(c1ccc(F)cc1)C(=O)C2(O)C(F)(F)F (stereo not given),103,0.8
O=C(Nc1c2c(nn1-c1ccc(Cl)cc1)CS(=O)(=O)C2)c1cccc(F)c1,108,0.3
CCCC(=O)Nc1nonc1-c1ccccc1,103,0.5
COc1ccc(CNC(=O)C2CC(=O)N(C3CCCC3)C2)cc1 (stereo not given),100,-1
Cc1cc(C)c(NC(=O)CSc2nccn2Cc2ccco2)c(C)c1,107,-0.1
CCOC(=O)Cn1c(=O)oc2cc(S(=O)(=O)NCc3ccc(F)cc3)ccc21,108,0.5
COc1ccc(CC(=O)N2CCc3cc(OC)c(OC)cc3C2COc2ccc(F)cc2)cc1 (stereo not given),103,-0.7
N#Cc1c2c(c(-c3ccco3)[nH]c1=O)CCCC2,98,-0.7
COc1ccc(CCNS(=O)(=O)c2c(C)nc3sc(C)cn3c2=O)cc1OC,108,0.3
O=S(=O)(NCCc1csc2nc(-c3ccc(F)cc3)nn12)c1ccc2c(c1)OCCO2,102,-1.1
CC(=O)N(Cc1ccc(Br)cc1)c1ccccc1C(=O)O,105,0.4
O=S(=O)(c1ccc(-n2cnnn2)cc1)N(Cc1ccccn1)C1CC1,100,-0.7
CCCOc1ccc(/C=C/C(=O)Nc2sc3c(c2C(=O)OCC)CCC(C)C3)cc1OC (stereo not given),102,-0.1
Cc1ccc(S(=O)(=O)c2cn(Cc3cccc(F)c3)c3cc(N4CCCC4)c(F)cc3c2=O)cc1,110,0.5
N#CC1=C(N)N=C(SCc2ccccc2)C(C(N)=O)C12CCCCC2 (stereo not given),99,-0.2
O=c1[nH]nc(C(F)(F)F)n2cccc12,113,1
Cc1cccc(OC2CCS(=O)(=O)C2)c1 (stereo not given),98,-0.6
O=c1[nH]cnc2nc3c4ccccc4c4ccccc4c3nc12,101,0
SMILES,Polio RdRp inh,Polio RdRp inh FP z-score
COc1cc(-c2nc3cc(Cl)ccc3o2)cc(OC)c1OC,101,0
COc1ccccc1NC(=O)C1CC(=O)N(C)C(=Nc2ccccc2)S1 (stereo not given),104,0.5
Cc1c(NC(=O)CSc2nnc(Cc3ccccc3)o2)c(=O)n(-c2ccccc2)n1C,99,-0.8
Cc1ccc(CN2c3ccccc3S(=O)(=O)c3ccccc32)cc1,108,0.5
O=c1cc(-c2ccccc2)nc(SCc2nc(-c3cccc(C(F)(F)F)c3)no2)[nH]1,110,0.6
CC(=O)N(C(C)=O)c1ncnc2sc3c(c12)CCCC3,99,-0.2
CS(=O)(=O)NC(C(=O)O)c1ccccc1 (stereo not given),100,-0.9
CCN(CC)C(=O)c1ccc2c(c1)N(Cc1ccc(C(F)(F)F)cc1)C(=O)c1ccccc1S2,112,0.9
Cc1cc(NC(=O)N(C)C)nn1-c1ccccc1,106,0.2
Cc1cc(C)c(/C=C/c2onc(C)c2S(=O)(=O)N2CCC(C(=O)NCC(C)c3ccccc3)CC2)c(C)c1 (stereo not given),101,-1.4
Oc1ccc2n[nH]nc2c1,99,0.1
O=C(NCc1ccccc1)C1CCN(Cc2cnn(-c3ccccc3)c2-n2cccc2)CC1,107,1.3
Cc1nnc(SCC(=O)NC2CCCCC2)o1,100,-0.7
COc1ccc(Cl)cc1-n1c(CCC(=O)O)ccc1-c1ccc(C)cc1,106,0.4
O=C(NCc1ccc2c(c1)CCO2)c1cc(F)cc2c1OCOC2,104,0.7
CC1=C(C(=O)Nc2ccc(C)cc2)C(c2ccccc2Cl)n2nnnc2N1 (stereo not given),104,0.3
CS(=O)(=O)N1CCC2(CC1)OCCN2S(=O)(=O)c1ccccc1,100,-0.9
Cc1ccc(C(=O)NCCn2c(C)cc3ccccc32)cc1,102,0.3
COc1cccc(CNC(=O)c2ccc(-c3nc(COc4ccccc4)c(C)o3)cc2)c1,106,-0.2
Cc1cccc(C)c1NC(=O)COc1ncnc2ccccc12,99,-1.1
CCCn1c(-c2ccc(S(=O)(=O)N3CCOCC3)cc2)csc1=Nc1ccc(OCC)cc1,100,-0.8
Cc1ccc2nc(NC(=O)CSc3nccn3Cc3ccc(F)cc3)sc2c1,110,0.6
C=CCc1ccc2c(c1)OCO2,99,0
COc1cccc2c1cc1c(=O)n(CC(=O)N3CCN(c4ccc(Cl)cc4)CC3)nc(C)n12,112,1.9
Fc1ccc(-c2cn3cc(Cc4ccccc4)sc3n2)cc1,106,0.3
SMILES,Polio RdRp inh,Polio RdRp inh FP z-score
COc1ccc(-c2nn(CCC#N)cc2/C=N\NC(=O)c2ccccc2)cc1,103,0.2
O=C(COc1ccc2ccccc2c1)Nc1cccc(-c2nc3ncccc3o2)c1,103,0.2
CCCN(CC1CC1)C(=O)CSc1nnnn1-c1ccc(OC)cc1,103,0.1
CCCNS(=O)(=O)c1ccc2c(c1)CC(C)N2C(=O)C1CCC1 (stereo not given),102,0.2
COC(=O)c1ccc2c(c1)N(Cc1nc(-c3cccc(Cl)c3)oc1C)C(=O)C1CCCN21 (stereo not given),102,-0.4
COc1ccc2c(c1)-c1ccccc1S(=O)(=O)N2,105,0.6
CCCCCN1C(C(=O)c2ccccc2)=C(NC(=O)c2ccc(C)cc2)c2ccccc2S1(=O)=O,104,0.1
O=C(NCc1ccccc1)N1CCOc2ccccc21,103,-0.4
N#Cc1ccc(-c2ccc(F)cc2)n(CC(=O)N2CCCC2)c1=O,100,-0.5
Cc1cc(N2CCN(C)CC2)nc2ccc(NC(=O)Nc3ccccc3Cl)cc12,103,0
COc1ccc(OCc2ccc(-c3nc(C#N)c(N4CCN(C)CC4)o3)o2)cc1,105,-0.4
O=C1CC(Nc2ccc(N3CCOCC3)cc2)C(=O)N1c1ccccc1 (stereo not given),101,0
CCN(CC)S(=O)(=O)c1ccc(-n2cnnn2)c(C)c1,103,0.3
NC(=O)CSc1nc(NC2CC2)c2ccccc2n1,115,1.7
O=c1[nH]nc(CSc2ccccn2)c2ccccc12,106,0.4
O=C(O)c1nc(Cl)c(Cl)c(N2CCCCC2)c1Cl,103,0.2
O=C(O)c1ccccc1C(=O)N(Cc1ccccc1)Cc1ccccc1,104,0
CCN(CC)c1ccc(C(=O)NN)cc1,103,0.2
Cc1cccc(-n2c(C)nc3cc(C(=O)NCc4ccc(F)cc4)ccc32)c1,99,-1.2
O=C(NCC(c1ccco1)N1CCOCC1)c1ccccc1 (stereo not given),104,0.6
CCOC(=O)C1CCN(C2=NC(C)C(=O)N2c2ccc(C)cc2)CC1 (stereo not given),102,0.6
O=S(=O)(c1cccc(Cl)c1)c1nnn2c1nc(NC1CCCC1)c1sccc12,101,-0.6
CCc1ccc(CNC(=O)c2cc3cc(S(=O)(=O)N4CCCCC4)ccc3n2C)cc1,111,0.6

# Among those listed so far, 8 have a CF3 group:
SMILES,Polio RdRp inh,Polio RdRp inh FP z-score
Fc1ccc(-n2nnnc2-c2cnccc2C(F)(F)F)cc1,101,0.1
O=c1/c(=C/c2ccc(-c3cccc(C(F)(F)F)c3)o2)sc2nc(-c3ccncc3)nn12,104,0.4
FC(F)(F)c1cc(-c2cccs2)no1,101,-0.2
CCOc1ccc(N/C(N)=N/c2nc(C(F)(F)F)cc(C(F)(F)F)n2)cc1,101,-0.1
CC1(C)CC(=O)C2=C(C1)N(c1ccc(F)cc1)C(=O)C2(O)C(F)(F)F (stereo not given),103,0.8
O=c1[nH]nc(C(F)(F)F)n2cccc12,113,1
O=c1cc(-c2ccccc2)nc(SCc2nc(-c3cccc(C(F)(F)F)c3)no2)[nH]1,110,0.6
CCN(CC)C(=O)c1ccc2c(c1)N(Cc1ccc(C(F)(F)F)cc1)C(=O)c1ccccc1S2,112,0.9
